TIM10 inh – growth inhibitors of isogenic TIM10 control yeast, primary screen, counter-screen for tim10-1 yeast inhibitor project, luminescence, uHTS; inhibition, % at 10 µM; hit rate 1.4% among 330,000; S. cerevisiae TIM10 strain growth, BacTiter-Glo luminescence, 24 h;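 active = inhibition of 40% or more at the single tested concentration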;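 note: wild-type TIM10 isogenic control strain grown at permissive 25 °C; 0% = DMSO yeast wells and 100% = minimal medium wells without yeast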
A3A deaminase – APOBEC3A ssDNA deaminase inhibitors, primary screen, selectivity assay for APOBEC3G inhibitor project, biochemical, FAM/TAMRA oligo cleavage fluorescence; inhibition, % at 20 µM; recombinant A3A, FAM/TAMRA ssDNA deamination fluorescence; hit rate 0.41% among 330,000; AID 493011, 2011; DNA dC->dU-editing enzyme APOBEC-3A (Homo sapiens), P31941;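 active = at least 40% inhibition at 20 µM here, with at most 30% in a related deaminase screen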;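 note: plate controls were A3A with DMSO for no effect and wells lacking A3A enzyme for full effect; some results filed as inactive read as strong as hits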
mIAP inh – inhibitors of mouse IAP, primary screen, biochemical, luminescence, uHTS; inhibition, % at 10 µM; hit rate 0.2% among 330,000; purified mouse IAP, CDP-Star luminescence, 30 min;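 active = inhibition of at least 40% at 10 µM in the primary screen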;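 note: plate controls were DMSO with enzyme for no effect and no enzyme wells for full effect; values of inactives mirror those of a sister screen read the other way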
A3G deaminase – APOBEC3G DNA deaminase inhibitors, primary screen, biochemical, fluorescence, single-stranded DNA substrate, uHTS. DNA dC->dU-editing enzyme APOBEC-3G (Homo sapiens), Q9HC16. recombinant A3G, ssDNA deamination FAM/TAMRA fluorescence. inhibition, % at 20 µM. hit rate 0.28% among 330,000;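 active = inhibition of at least 40% at 20 µM, with no more than 30% in the related APOBEC3A deaminase screen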;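 note: plate controls were DMSO wells with A3G for no effect and wells lacking A3G enzyme for full effect; some compounds called inactive have numbers as strong as hits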
Target sequence (Q9HC16 whole entry, looked up): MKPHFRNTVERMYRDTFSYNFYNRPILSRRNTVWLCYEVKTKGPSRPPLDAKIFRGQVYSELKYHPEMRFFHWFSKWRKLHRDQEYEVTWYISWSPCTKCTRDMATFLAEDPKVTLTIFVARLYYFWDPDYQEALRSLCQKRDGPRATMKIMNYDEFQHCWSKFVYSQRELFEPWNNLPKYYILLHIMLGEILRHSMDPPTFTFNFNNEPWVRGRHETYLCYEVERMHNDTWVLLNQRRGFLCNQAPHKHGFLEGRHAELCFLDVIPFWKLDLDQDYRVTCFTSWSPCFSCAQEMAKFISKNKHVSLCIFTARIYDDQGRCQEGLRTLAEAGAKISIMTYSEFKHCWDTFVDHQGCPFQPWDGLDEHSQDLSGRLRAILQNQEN
hIAP block – human IAP inhibitors, primary screen, biochemical, luminescence, uHTS | inhibition, % at 10 µM | Intestinal-type alkaline phosphatase (Homo sapiens), P09923 | purified IAP, CDP-Star luminescence, 30 min | hit rate 0.12% among 330,000;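 active = inhibition reaching a set limit with compound at 10 µM in the primary screen, cut at about 35% in these data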;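 note: plate controls were DMSO wells with enzyme for no effect and no-enzyme buffer wells for full effect; values of inactives mirror those of a sister screen read the other way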
Target sequence (P09923 whole entry, looked up): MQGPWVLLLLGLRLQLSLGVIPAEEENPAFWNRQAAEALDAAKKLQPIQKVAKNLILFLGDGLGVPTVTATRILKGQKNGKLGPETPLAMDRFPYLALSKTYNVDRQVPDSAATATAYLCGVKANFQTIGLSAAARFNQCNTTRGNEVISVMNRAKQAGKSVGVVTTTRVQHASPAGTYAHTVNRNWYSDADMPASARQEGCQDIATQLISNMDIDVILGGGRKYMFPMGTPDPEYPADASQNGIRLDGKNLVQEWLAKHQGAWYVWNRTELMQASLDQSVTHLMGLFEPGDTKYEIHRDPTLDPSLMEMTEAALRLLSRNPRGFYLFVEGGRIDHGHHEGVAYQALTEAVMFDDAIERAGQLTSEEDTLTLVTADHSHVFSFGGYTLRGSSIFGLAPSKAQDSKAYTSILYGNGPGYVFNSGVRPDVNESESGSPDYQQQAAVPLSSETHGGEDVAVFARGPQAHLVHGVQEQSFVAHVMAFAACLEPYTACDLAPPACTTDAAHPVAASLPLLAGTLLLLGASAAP
MIN6 prolif – inducers of MIN6 beta-cell proliferation, primary screen, ATP luminescence, uHTS; MIN6 cells proliferation, ATPlite luminescence, 48 h; cells starved in 0.2% serum; 100% = growth in 10% serum; proliferation, % at 10 µM; hit rate 0.29% among 330,000;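 active = compounds whose signal lies at least 3.5 SD above the mean of all wells on their plate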;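 note: 0% = DMSO-treated cells in low-serum medium and 100% = 10% serum control; some compounds called inactive have numbers as strong as hits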
mIAP act – activators of mouse IAP, primary screen, biochemical, luminescence, uHTS. AID 2805, 2010. hit rate 0.24% among 330,000. muIAP, CDP-Star luminescence, 30 min; hits give high values; 1 = vehicle-only enzyme signal, 0 = enzyme-free wells. activation factor at 10 µM;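 active = activation factor of at least 2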; note: the source names both 10 and 20 µM as test concentration; values of inactives mirror those of a sister screen read the other way
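Assay system: mouse IAP enzyme / Compound: DMSO-dissolved test compounds / Timing: 30 min, room temperature / Measured by: luminescence from enzymatic CDP-Star hydrolysis / Control set: DMSO-only wells, enzyme-free buffer wells as negative control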
tim10-1 inh – growth inhibitors of tim10-1 mutant yeast, primary screen, luminescence, uHTS; S. cerevisiae tim10-1 ts strain growth, BacTiter-Glo, 24 h; inhibition, % at 20 µM; hit rate 2.2% among 330,000;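 active = inhibition of at least 40%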;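 note: mutant grown at 25 °C; 0% = DMSO wells with yeast and 100% = wells holding no yeast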
NLRP3 yeast inh – NALP3 inflammasome inhibitors in reconstituted yeast, primary screen, luminescence, uHTS; Yeast reconstituted NLRP3/ASC/caspase-1, beta-gal luminescence, 24 h; inhibition, % at 10 µM; hit rate 0.39% among 330,000;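 active = inhibition of 50% or more; inactive = inhibition below 50%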;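 note: plate controls were induced DMSO wells for no effect and uninduced yeast grown without galactose for full effect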
Numbers without * were called inactive. Random draw from the library; overall some 4.6% were active at least once.

SMILES	TIM10 inh	A3A deaminase	mIAP inh	A3G deaminase	hIAP block	MIN6 prolif	mIAP act	tim10-1 inh	NLRP3 yeast inh
N=C(N)SCCc1cccc(CCSC(=N)N)c1	10	7	-24	2	-51	-3	1.2	10	26
COc1ccc(S(=O)(=O)N2CCN(c3ccccn3)CC2)cc1[N+](=O)[O-]	11	1	0	-4	18	-4	1	3	15
O=c1[nH]c(CN2CCN(S(=O)(=O)c3ccccc3C(F)(F)F)CC2)nc2sc3c(c12)CCCC3	11	-2	-12	-6	1	-5	1.1	19	-3
CN(C)S(=O)(=O)c1cccc(NC(=S)N/N=C/C2CC=CCC2)c1 (stereo not drawn)	24	0	-8	22	-3	-3	1.1	13	5
CCc1nnc(NC(=O)c2cc(C)nc3ccccc23)s1	14	2	-4	-6	-12	-2	1	10	5
O=C(CN1C(=O)c2ccccc2S1(=O)=O)c1ccccc1	8	-1	7	-4	-11	-3	0.93	20	20
CCCn1c(/N=C/c2ccccc2O)nc2ccccc21	-6	1	-15	-3	-3	-2	1.1	3	10
Cc1ccc(NC(=O)CCCCCN2C(=O)c3ccccc3C2=O)nc1	11	-1	3	-4	-7	-4	0.97	0	10
CC1CCN(c2c(NCc3ccc(C(=O)N4CCN(C5CCCCC5)CC4)cc3)c(=O)c2=O)CC1	-9	-4	-5	-9	6	-1	1	0	8
COc1ccc(CN(Cc2ccc(C(=O)O)cc2)C(=S)Nc2ccccc2C)cc1OC	-2	-4	-2	-7	-8	1	1	10	7
C=C1CCN([C@H](C(=O)OCc2ccc(C)cc2)C(C)C)S(=O)(=O)c2ccccc21	2	0	-7	10	-1	-9	1.1	10	20
Cn1c(SCC(=O)N2CCCc3ccccc32)nc2ccccc2c1=O	-40	1	-3	-2	8	-6	1	-2	17
NCCCCCc1nnc(SCC(N)=O)o1	-3	4	5	-3	2	-2	0.95	7	8
COc1cc(/C=N/n2cnnc2)ccc1Oc1nc(Cl)ncc1F	13	2	1	-13	15	-2	0.99	12	-14
COc1ccc(S(=O)(=O)N2CCOCC2)cc1NC(=O)C1CC1	-8	-2	-6	-5	-16	-1	1.1	0	13
COc1cccc(/C=C/C(=O)OCCN2C(=O)c3ccccc3C2=O)c1	-6	-1	-6	-8	6	-3	1.1	20	20
CCOC(=O)CN(Cc1sccc1C)C(=O)Nc1ccc(OCC)cc1	-4	1	-1	-1	-2	0	1	19	9
N#Cc1ccc(C(=O)OCC(=O)Nc2ccc(S(N)(=O)=O)cc2)cc1	-10	-10	-19	-4	-23	-3	1.2	-8	0
C#CCSc1nnnn1-c1ccc(Br)c(C)c1	3	3	-11	-5	-4	0	1.1	18	30
Cc1ccc(S(=O)(=O)Nc2ccc(-c3csc(-c4ccccc4)n3)cc2)cc1	23	2	6	-7	6	-6	0.94	33	-6
O=C(NCCC1=CCCCC1)c1cnsn1	2	-3	0	-2	1	0	1	12	-4
COc1ccc(CCN2C(=NC(=O)C(C)C)SC3CS(=O)(=O)CC32)cc1OC (stereo not drawn)	-5	3	6	-6	-6	-2	0.94	3	4
Cc1ccc(S(=O)(=O)NCCC(=O)Nc2nnc(C)s2)cc1	-3	-8	-7	-8	1	-2	1.1	8	-1
CC(C)CN(C(=O)COC(=O)CCc1c[nH]c2ccccc12)c1c(N)n(Cc2ccccc2)c(=O)[nH]c1=O	1	-6	4	-9	-8	3	0.96	7	10
CCc1ccc(C(=O)COC(=O)c2cncc(Br)c2)cc1	11	0	3	-7	-18	-1	0.97	-25	15
Further results follow.
SMILES	TIM10 inh	A3A deaminase	mIAP inh	A3G deaminase	hIAP block	MIN6 prolif	mIAP act	tim10-1 inh	NLRP3 yeast inh
CCOC(=O)c1c(C)[nH]c(C(=O)OC/C(O)=C(\C#N)c2nc3ccccc3[nH]2)c1C	0	1	25	-1	-4	2	0.75	6	9
COCCn1c(SCC(=O)Nc2ccc(NC(C)=O)cc2)nc2c([nH]c3ccccc32)c1=O	6	0	5	-3	-8	-2	0.95	1	4
O=C(O)c1ccccc1C(=O)NNc1ccc(F)cc1F	-27	4	-5	-8	-1	0	1	-17	18
O=C(Nc1ccc(-c2nc3ccccc3[nH]2)cc1)C1CCCO1 (stereo not drawn)	20	3	0	7	-3	-4	1	22	9
CCCCn1c(N)c(N(CCOC)C(=O)c2ccc(-c3ccc(C(C)=O)cc3)o2)c(=O)[nH]c1=O	18	17	8	0	-8	-2	0.92	9	-1
C=CC[C@H](CC(=O)NCCO)C(=O)N[C@H](COC(=O)[C@H](CC=C)CC(=O)OC(C)(C)C)Cc1c[nH]c2ccccc12	12	-2	-3	-3	4	-4	1	10	-4
Cc1ccc2nc(-c3ccccn3)cc(C(=O)Nc3ccc4c(c3)OCO4)c2c1	-4	4	4	-10	-24	0	0.96	14	5
Cc1cc(NC(=O)CN2C(=O)/C(=C/c3ccccc3F)SC2=S)no1	2	0	6	-2	-20	0	0.94	9	13
CC(=O)Nc1ccc(NC(=O)C(Cc2ccccc2)NC(=O)C2CCCCC2)cc1 (stereo not drawn)	3	1	-15	-4	4	0	1.2	21	12
Cc1noc(NS(=O)(=O)c2ccc(NC(=O)c3cnc4n(c3=O)CCS4)cc2)c1C	0	3	15	1	8	-2	0.85	10	9
CCCC(=O)N(c1ccc(F)cc1)C1C=CS(=O)(=O)C1 (stereo not drawn)	-9	-4	-4	-9	-8	-2	1	-20	6
CCOc1ccc(Oc2ccc(S(=O)(=O)N3CCOCC3)cc2N)cc1	20	-3	7	-8	0	-1	0.93	17	14
Cc1ccccc1-c1nn(-c2ccc(F)cc2F)cc1CNCCCO	3	-2	5	-3	-8	-3	0.95	6	13
O=C(NCCCN1CCCC1)c1ccc(CS(=O)(=O)c2c(Cl)cccc2Cl)o1	5	0	8	0	-2	-3	0.92	-17	-7
Cc1cc(-c2ccccc2)c2c3c(cn2n1)c(=O)n(C)c(=O)n3C	-6	6	-2	2	-33	0	1	31	3
CCOC(=O)c1sc(NC(=O)CSC(=S)N2CCOCC2)nc1C	16	0	-6	-6	4	-1	1.1	9	9
Cc1cn(-c2cc(C(=O)Nc3ccc(C)c(NC(=O)N4CCNC4=O)c3)cc(C(F)(F)F)c2)cn1	1	-2	-6	-4	-2	-5	1.1	-7	15
CCOc1ccc(C(=O)NCC(c2cccs2)N(C)C)cc1 (stereo not drawn)	0	-3	-7	-4	4	0	1.1	7	2
O=C(NNC1=Nc2cccc3cccc1c23)c1ccccc1Br	30	3	8	-1	-20	0	0.92	33	4
N#CC(C#N)=C1NC(N)=C(C#N)C(c2ccccc2)=C1C#N	-5	0	3	-5	-17	-1	0.97	0	3
Cc1cc(OC(=O)c2ccc(OC(C)C)cc2)c([N+](=O)[O-])c(=O)[nH]1	-1	-5	10	-7	29	-1	0.9	-11	3
CC(=O)c1c(C)[nH]c(=S)c(C#N)c1-c1ccc(F)cc1	10	-5	8	6	10	-3	0.92	6	16
C/C(=N\NC(=O)c1ccco1)c1ccc(C(=O)O)s1	-5	-3	2	-8	-23	3	0.98	-9	0
COc1cccc(C(=O)Nc2nnc(C3CCCO3)s2)c1 (stereo not drawn)	-8	3	4	-5	-5	-4	0.96	16	23
COc1ccc(NC(=O)CCC(=O)N/N=C/c2ccc([N+](=O)[O-])s2)cc1	83*	-3	34	-10	-11	0	0.66	50*	6

Ordered by value in mIAP inh (lowest first): 3 from the list above.
Structure	A3A deaminase	mIAP inh	A3G deaminase	hIAP block	mIAP act	NLRP3 yeast inh
Cc1ccc2nc(-c3ccccn3)cc(C(=O)Nc3ccc4c(c3)OCO4)c2c1	4	4	-10	-24	0.96	5
Cc1ccccc1-c1nn(-c2ccc(F)cc2F)cc1CNCCCO	-2	5	-3	-8	0.95	13
Cc1cc(OC(=O)c2ccc(OC(C)C)cc2)c([N+](=O)[O-])c(=O)[nH]1	-5	10	-7	29	0.9	3

Continuation:
SMILES	TIM10 inh	A3A deaminase	mIAP inh	A3G deaminase	hIAP block	MIN6 prolif	mIAP act	tim10-1 inh	NLRP3 yeast inh
COc1cc(C2C(C#N)=C(C)NC3=C2C(=O)CC(C)(C)C3)ccc1O (stereo not drawn)	5	-1	6	-3	13	2	0.94	5	19
O=C(Nc1ccnn1C1CCN(Cc2ccc(CO)o2)CC1)c1ccccc1	-3	-4	-5	-8	-34	0	1	1	-1
CC(=O)N1CCC2(CC1)NC(=O)N(c1ccccc1)N2	-63	-1	5	-5	10	2	0.95	-36	9
CCOc1cc(C(=O)CCC(=O)OCC(=O)NC(=O)NCC(C)C)ccc1O	4	4	8	1	2	1	0.92	0	6
Cc1ccc(-n2c(N)cc(=O)nc2SCC(=O)NC2CCCCC2)cc1C	0	-2	-1	-8	-7	-3	1	-17	7
Cc1ccc(S(=O)(=O)N2CCCCC2)cc1NC(=O)c1ccc2c(=O)n3c(nc2c1)CCCCC3	-11	-1	0	-10	-7	1	0.99	-13	5
O=[N+]([O-])c1cc(/C=N/Nc2nc(N3CCOCC3)nc(N3CCOCC3)n2)ccc1Cl	-8	-1	4	-3	-12	6	0.96	-2	7
S=C(NCc1ccccc1)Nc1cccc2cnccc12	7	-8	-9	-10	-12	-1	1.1	14	10
S=c1nc[nH]c2c1sc1nc(N3CCOCC3)c3c(c12)CCCC3	23	0	17	-15	-12	-4	0.83	43*	2
CCOC(=O)C1CCCN(C(=O)c2cn(C)c3ccc(S(=O)(=O)N4CCCC4)cc3c2=O)C1 (stereo not drawn)	10	-1	-12	-4	18	-1	1.1	-3	8
CN(CCOc1ccccc1)CCOc1ccccc1	-15	-2	-3	-3	-13	-2	1	10	15
Cc1ccc(/C=N\NC(=O)c2cncc(Br)c2)o1	11	-5	7	-5	-14	-2	0.93	12	10
CCCS(=O)(=O)N1CCN(C2Cc3ccccc3C2)CC1	-7	10	-4	6	-25	2	1	3	6
Cc1ccccc1OCC(O)CN (stereo not drawn)	-16	0	-3	-1	4	-2	1	10	10
CCN1CC(CNCc2cn(-c3ccc(OC)cc3)nc2-c2ccccc2Cl)CC1=O (stereo not drawn)	11	0	-5	-9	-3	0	1	9	-2
Fc1cccc(NC(=S)NCC(c2cccnc2)N2CCOCC2)c1 (stereo not drawn)	5	-6	5	-4	-8	-3	0.95	-5	12
Cc1ccc(NC(=O)CCc2nc3ccccc3c(=O)[nH]2)cc1S(=O)(=O)N1CCOCC1	1	40	-8	19	1	0	1.1	9	21
CC(=O)c1ccc(N2CCN(C(=O)c3ccc4ccccc4n3)CC2)cc1	14	-2	-11	-11	11	-2	1.1	16	22
CN(C)c1nc(SCc2ccc(Cl)cc2)nc2c1CCCC2	25	-2	4	-6	-18	-3	0.96	19	-4
COc1cccc(/C=N/Nc2c(Cl)cncc2Cl)c1O	1	3	7	-3	14	-3	0.93	8	33
CC(=O)C(C(C)=O)C(c1ccccc1)c1nc2ccccc2[nH]c1=O (stereo not drawn)	-5	3	1	-2	2	-2	0.99	-12	4
O=S(=O)(N=S(N1CCCCC1)N1CCCCC1)c1ccccc1	26	-1	6	-3	4	1	0.94	20	-5
